TCR act: activators of T cell receptors; primary human leukocytes, anti-CD3, IL-2 HTRF, 48 h; Potency, µM (top dose mostly 9.22 µM), for the others: at the top dose activation of IL-2 secretion, hits mostly activators; 330,000 tested, under 10 active; AID 504894; further: % of control where 0% means no effect
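Using a-CD3 beads without co-stimulation, primary human leukocytes were exposed to compounds for 48 hr. An HTRF IL-2 kit measured the cytokine, with europium-to-d2 energy transfer producing emission at 665nm upon 320nm excitation.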
BRCA1 expr up: activators of BRCA1 expression; Potency, µM (highest dose often 46.1 µM), without a hit: at the highest dose activation, hits mostly activators; MCF7-BRCA1-FFLuc reporter, luminescence, 48 h; response scale: scaled: vehicle 0%, 10 µM genistein 100%; 1.1% of 380,000 active; AID 624202; further: potency means the concentration at half of the fitted maximal effect; nearly all actives have a fitted effect of over 80% in size; some results filed as inactive show a strong effect at the top dose
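MCF7 cells carrying a BRCA1-firefly luciferase reporter (2000 cells/well, phenol-red free MEM) were attached for 2 h at 37 °C, then given compounds for 48 h. Luminescence was read 15 min after luciferase reagent; activity normalized to genistein (10 microM) and DMSO.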
a7 integrin act: activators of alpha7 integrin expression for muscular dystrophy | 0.064% of 350,000 active | alpha7betagal myoblasts, beta-gal FDG fluorescence, 48 h | Potency, µM (titrated, usually from 38.3 µM), without a hit: at the top dose activation, most hits filed as activators;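 further: potency means the concentration at half of the fitted maximal effect; 100% = response of the positive control SU9516; nearly all actives have a fitted effect of over 60% in size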
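alpha7betagal+/- myoblasts (passage 13, 250/well) treated 48 h at 37C with compounds at 1:260 dilution of DMSO stock. Lysed, then beta-galactosidase activity read as FDG fluorescence (ex 480/em 540) after 30 min, with pre-read for autofluorescence.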
TRPV1 ag: agonists of human vanilloid receptor 1 (TRPV1). activation, % at 8.33 µM. Q8NER1. TRPV1-expressing cells, Fluo-8 calcium influx, agonist mode. 0.19% of 320,000 active; in the data active means activation above about 80%; inconclusive means between about 30% and that limit; further: 0% is about no effect
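Fluo-8 calcium influx in TRPV1-expressing cells, kinetic read (ex 480/em 520 nm). Compound added and read 3 min for agonist activity, followed by capsaicin at EC20 final and 2 min further read for enhancement.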
p53 reactivator: restores transcriptional activity of mutant p53. 0.063% of 320,000 active. H1299 p53-A138V BP100-luciferase reporter, luminescence, 24 h. Potency, µM (highest dose often 92.2 µM), inactives show at the top dose activity change, positive = activation, most hits filed as activators; further: potency means the concentration at half of the fitted maximal effect; % of control where 0% means no effect; nearly all actives have a fitted effect of over 45% in size
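H1299 (p53-null), stable ts p53-A138V + BP100-Luc; 1000 cells/well, Opti-MEM/10% FBS; cpd 4 pt, 1:5; 24 h, 37 deg C, 5% CO2; detection reagent 10 min RT; luminescence.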
B2AR arrestin: recruits beta-arrestin to the human beta2-adrenergic receptor; 0.02% of 330,000 active; P07550; Potency, µM (top dose mostly 46.1 µM), for inactives: at the top dose activation, usual class: activators; beta-arrestin recruitment to beta2AR, cell-based reporter; AID 492947;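 further: potency means the concentration at half of the fitted maximal effect; 0% = DMSO controls and full agonism = EC100 isoproterenol or metaproterenol; nearly all actives have a fitted effect of over 65% in size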
PTAP TSG101 blk: blocks PTAP/TSG101 interaction to inhibit HIV-1 budding; Q99816; Fluorescence polarization, FITC-PTAP peptide / Tsg101 binding; Potency, µM (titrated, usually from 115 µM), for the others: top-dose activity change, negative = inhibition, actives largely listed as inhibitors; 340,000 tested, under 10 active; active means well fitted inhibition curve with a large enough effect in the main read-out, with a control signal flat, not every such curve was filed as active; inconclusive means small, poorly fitted or top-dose-only effect, or effect the other way, or a change in a side signal; inactive means no such curve, though single readings can be large or run the other way; further: potency means the concentration at half of the fitted maximal effect; % of control where 0% means no effect
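Steps: Tsg101 binding domain dispensed (10 uM final), compounds pinned in DMSO, FITC-labeled PTAP-motif peptide added (50 nM final); after 20 min binding at room temperature, polarization measured.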
ELG1 DNA repair: ELG1-dependent DNA repair inhibition; Potency, µM (highest dose often 46.1 µM), inactives show at the top dose activity change, negative = inhibition, usual class: inhibitors; HEK293T ELG1-luciferase reporter, luminescence, 16 h; DNA damage induced by 5-fluorouridine; AID 504467; 2.3% of 330,000 active; further: potency means the concentration at half of the fitted maximal effect; on the % scale 0 is the no-effect control and ±100 the full control effect; nearly all actives have a fitted effect of over 55% in size
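Step one: seed 2,000 cells per well. Step two: pin-transfer compound or DMSO alongside 5-fluorouridine. Step three: incubate 16 hr, 37 °C, 5% CO2. Step four: add ONE-Glo, wait 30 min, read luminescence.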
AT treatment: potential ataxia-telangiectasia treatment | […] A-T fibroblasts, KAP-1 phosphorylation AlphaLISA; neocarzinostatin DNA damage 30 min before lysis | Potency, µM (doses to about 57.5 µM), for inactives: top-dose activation, hits mostly activators | 0.19% of 320,000 active | AID 485349; further: potency means the concentration at half of the fitted maximal effect; % of control where 0% means no effect; nearly all actives have a fitted effect of over 45% in size
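hTERT-immortalized A-T patient fibroblasts ([…]), 500 cells/well in OPTI-MEM, 1% FBS, got compounds for 60 min, then NCS for 30 min at 37C. Lysates were then assayed for phospho-KAP-1 by AlphaLISA (anti-pKAP1 donor, anti-KAP1 acceptor beads), 6 hr at 25C.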
CXXC DNA block: blocks binding of human MLL CXXC domain to DNA | Q03164 | Potency, µM (titrated, usually from 115 µM), for inactives: at the highest dose activity change, negative = inhibition, hits mostly inhibitors | 0.037% of 290,000 active | MLL-CXXC / FITC-HOXA9 DNA fluorescence polarization; active means well fitted inhibition curve with a large enough effect in the polarisation, with a control signal flat, not every such curve was filed as active; inconclusive means small, poorly fitted or top-dose-only effect, or effect the other way, or a change in a side signal; inactive means no such curve, though single readings can be large or run the other way; the % refers to the polarisation; further: potency means the concentration at half of the fitted maximal effect
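Purified MLL-CXXC (added from a 7 uM solution) was preincubated 5 min at ambient with pinned compounds in 50 mM Tris-HCl pH 7.5, 50 mM NaCl, 1 mM DTT, 0.05% BSA. Fluorescein-labeled HOX-A9 DNA (50 nM solution) followed, 30 min, then polarization read.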
* = called active by the depositor; ? = inconclusive; / = no result given; [ ] = another dose, or the depositor's remark. Unless noted, the call rests on the fitted dose curve; in most records, active means well fitted curve in the direction sought with a large enough effect; inconclusive means small, poorly fitted or top-dose-only effect, or another doubt; inactive means no such curve, though single readings can be large; an effect the other way counts as inactive or inconclusive. Rows are unselected; 3.8% or so of the library scored in one or more.

SMILES	TCR act	BRCA1 expr up	a7 integrin act	TRPV1 ag	p53 reactivator	B2AR arrestin	PTAP TSG101 blk	ELG1 DNA repair	AT treatment	CXXC DNA block
Cc1ccc(CNC(=O)C2CCCN2S(=O)(=O)c2ccc(Cl)cc2)cc1 (stereo not given)	-4%	0%	-25%	2	/	0.1%	-2%	-10%	8%	1%
O=C(CNc1ccc(Oc2ccccc2)cc1)N1CCOCC1	-2%	1%	-12%	13	-13%	0.0%	-2%	17%	1%	-1%
CC(=O)C(C)n1cnc2scc(-c3ccc(C)cc3)c2c1=O (stereo not given)	0%	-1%	9%	3	-30%[inhibitor]	-0.6%	-5%	-8%	7%	0%
COC(=O)c1ccc2c(=O)n(CCO)c(=S)[nH]c2c1	/	-52%	2%	-1	6%	0.1%	-7%	-1%	-2%	0%
COc1cccc(OC)c1C(=O)Nc1cc(C)on1	-3%	-8%	19%	3	-3%	-0.7%	-2%	20%	1%	-5%
Cc1c(NC(=O)C2CCCO2)cccc1[N+](=O)[O-] (stereo not given)	-4%[46.1 µM]	-22%	9%	2	-7%	-0.9%	-3%	-6%	4%	5%
O=C(c1ccc(N2CCCC2=O)cc1)N1CCN(c2cccc(C(F)(F)F)c2)CC1	-2%	0%	16%	3	-1%	0.1%	-3%	?	1%	/
CNC(=O)C1CCN(C(=O)c2ccc(-c3ccccc3)cc2)CC1	0%	-1%	23%	?	-7%	0.1%	-4%	-3%	14%	-3%
CCc1nc(SCC(=O)c2ccc(C)c(C)c2)n[nH]1	0%	33%	0%	24	11%	-1.4%	-2%	23%	3%	-2%
CCOC(=O)C(Cc1c[nH]c2ccc([N+](=O)[O-])cc12)(NC(C)=O)C(=O)OCC	-4%	1%	-12%	/	/	/	-6%	/	/	/
CC(=O)[C@H]1CCC2C3CC=C4C[C@@H](O)CC[C@]4(C)C3CC[C@@]21C (stereo not given in full)	1%	-27%	2%	/	-8%	-0.9%	0%	-18%	5%	/
NC(Cc1c[nH]c2ccccc12)C(=O)NCc1ccco1 (stereo not given)	-2%	4%	-2%	4	1%	0.0%	-3%	5%	0%	12%
O=C(Cc1nc(-c2ccc(Br)s2)cs1)NCCN1CCOCC1	/	-2%	-13%	0	-10%	-0.1%	2%	7%	-1%	3%
Cc1nn(-c2ccccc2)c(C)c1C(=O)OCC(=O)N(C)c1ccccc1	-15%	12%	-27%	8	-8%	0.5%	-5%	?	0%	/
Cc1nc(/C=C/c2ccccc2)[nH]c(=O)c1-c1ccccc1	-1%[46.1 µM]	0%	-5%	-3	?	0.0%	1%	?	-5%	-12%
Cc1oc(CSCCSCc2cc(C(=O)O)c(C)o2)cc1C(=O)O	-2%	0%	?	-2	13%	-0.8%	-6%	?	-2%	3%
Cc1nn(-c2ccccc2)c(Cl)c1C(=O)OCC(=O)NCCc1ccc(S(N)(=O)=O)cc1	6%	-23%	-17%	-6	9%	-0.5%	0%	?	4%	/
OC1(c2ccccc2)CCN(Cc2ccccc2)C2CCCCC21 (stereo not given)	-1%	-45%	-1%	6	5%	0.1%	1%	-11%	-5%	7%
CNC(=S)NCCN1CCOCC1	1%[46.1 µM]	4%	2%	-7	2%	-0.2%	0%	16%	5%	23%
CC1(C)CC(c2nc(-c3ccc(Br)cc3)cs2)CCS1 (stereo not given)	-3%[46.1 µM]	15%	10%	-5	4%	-0.3%	-5%	20%	9%	7%

Record cards, from the list above. Screens in order: TCR act, BRCA1 expr up, a7 integrin act, TRPV1 ag, p53 reactivator, B2AR arrestin, PTAP TSG101 blk, ELG1 DNA repair, AT treatment, CXXC DNA block
Profile of Cc1c(NC(=O)C2CCCO2)cccc1[N+](=O)[O-] (stereo not given) → -4%[46.1 µM], -22%, 9%, 2, -7%, -0.9%, -3%, -6%, 4%, 5%
Profile of NC(Cc1c[nH]c2ccccc12)C(=O)NCc1ccco1 (stereo not given) → -2%, 4%, -2%, 4, 1%, 0.0%, -3%, 5%, 0%, 12%
Profile of CCOC(=O)C(Cc1c[nH]c2ccc([N+](=O)[O-])cc12)(NC(C)=O)C(=O)OCC → -4%, 1%, -12%, /, /, /, -6%, /, /, /

New compounds follow:
SMILES	TCR act	BRCA1 expr up	a7 integrin act	TRPV1 ag	p53 reactivator	B2AR arrestin	PTAP TSG101 blk	ELG1 DNA repair	AT treatment	CXXC DNA block
O=C(CCN1CCc2ccccc2C(c2ccccc2)C1)c1ccc2c(c1)OCCO2 (stereo not given)	10%	-99%[inhibitor]	-49%[inhibitor]	5	-18%	-0.2%	3%	5%	3%	0%
Cn1cccc1/C=N/n1c(-c2ccc(Cl)cc2Cl)n[nH]c1=S	-16%	-41%	12%	2	-8%	-0.1%	-8%	11%	-5%	-7%
c1nc(N2CCC3(CC2)OCCO3)c2c3c(sc2n1)CCCC3	-1%	-13%	-24%	14	-7%	-0.6%	-3%	-22%	3%	0%
COc1ccc(-n2nc(C(=O)N3CCN(Cc4ccc5c(c4)OCO5)CC3)c3ccccc3c2=O)cc1	7%	-6%	-1%	2	-4%	-0.2%	-1%	-29%	-5%	0%
Brc1ccc2ncnc(Nc3cccc4ccccc34)c2c1	-4%	-83%	-7%	?	-1%	-0.3%	-1%	2%	1%	2%
COc1ccc(Br)cc1CN(C)C(C)C(=O)Nc1cc([N+](=O)[O-])ccc1OC (stereo not given)	0%[46.1 µM]	-78%[inhibitor]	-14%	?	1%	-0.6%	0%	?	2%	5%
Cc1ccccc1C(=O)Nc1ccc(S(=O)(=O)N2CCCC2)cc1	1%	26%	-11%	27	-2%	0.2%	-3%	-26%	3%	-6%
Cc1ccc(S(=O)(=O)N2CCC(=O)N(C(CO)Cc3ccccc3)CC2)cc1 (stereo not given)	-21%	0%	30%	1	0%	-0.3%	0%	2%	-5%	7%
CC1CCCN(C2=NC(=O)/C(=C/c3cn(-c4ccccc4)nc3-c3cccc(S(=O)(=O)N(C)C)c3)S2)C1 (stereo not given)	-4%	-9%	-31%	4	-12%	0.1%	-6%	?	-1%	3%
CC(=O)Cc1nsc(NC(=O)c2cc(-c3ccccc3Cl)oc2C)n1	-2%	14%	26%	4	-5%	-0.5%	-7%	-19%	1%	-11%
N/C(Cc1nc2ccccc2s1)=N\O	-4%	-48%	-15%	17	15%	3.0%	0%	3%	4%	20%
O=C(Nc1ccccc1)c1sc(N2CCOCC2)nc1-c1ccccc1	24%[46.1 µM]	-43%	-2%	?	-15%	-0.4%	-9%	-10%	-7%	5%
COc1ccc(/C(C)=N/Nc2ccccc2Cl)c(O)c1	-4%	?	?	-2	8%	-0.1%	1%	?	8%	-2%
CCCOc1ccc(C(=O)NCc2cccnc2)cc1	-5%	1%	-3%	6	6%	-0.3%	-4%	8%	3%	-4%
COc1ccccc1N1CCN(C(=O)Cn2ncc3c([nH]c4ccccc43)c2=O)CC1	-8%	-20%	-9%	2	7%	0.5%	-5%	4%	2%	0%
Cc1ccc2cc(C#N)c(N3CCCN(S(=O)(=O)c4ccccc4)CC3)nc2c1	6%	-60%	18%	4	-2%	0.2%	0%	-2%	7%	10%
CCN(C(=O)COC(=O)/C(C#N)=C/c1ccc(N(C)C)cc1)C1CCS(=O)(=O)C1 (stereo not given)	1%[46.1 µM]	22%	15%	/	?	-0.3%	25%	?	-7%	/
CC1CCCCN1C(=O)CSc1nc2ncccc2[nH]1 (stereo not given)	-2%	13%	10%	1	8%	0.2%	-4%	?	7%	-2%
COc1ccc(-c2csc(N3C(=N)SCC3=O)n2)cc1	8%	?	-7%	/	2%	-0.9%	4%	?	-2%	2%
C=CCNC(=O)C1CCN(S(=O)(=O)CC)CC1	0%	8%	7%	-3	3%	-1.1%	-3%	20%	0%	5%
COc1ccc(-c2nn(-c3ccccc3)cc2C(=O)NCC2CCCO2)cc1 (stereo not given)	-3%	-33%	10%	?	-8%	0.3%	-12%	?	2%	4%
CC(C)CCOc1cccc(OCC(=O)NC2CCS(=O)(=O)C2)c1 (stereo not given)	3%	-51%	-7%	6	-2%	-0.2%	-3%	-7%	4%	0%
O=c1[nH]c(=S)[nH]c2scc(-c3ccc(Br)cc3)c12	-1%	-18%	?	/	/	/	-2%	/	/	/
COc1ccccc1NC(=O)CSc1nc(=O)n2cc(C)ccc2n1	-3%	2%	-22%	1	-5%	-0.3%	-1%	-12%	4%	/
Cc1ccc(-c2cc(C(=O)N/N=C/c3ccccc3O)n[nH]2)o1	-3%	-52%	-20%	-5	18%	0.5%	-2%	19%	?	27%
Cn1cc(C(=O)NCCO)c(=O)c2ccccc21	-2%	-25%	-5%	0	7%	-0.2%	-3%	16%	5%	-3%
Cc1ccc(C(=O)CSc2ccc(-c3cccnc3)nn2)cc1	-4%	-16%	39%	11	-3%	0.2%	0%	-4%	0%	-3%
O=C(CCNC(=O)c1ccco1)NCc1ccccc1	1%	11%	8%	-2	3%	-0.7%	-4%	1%	/	5%

Compound activity: PubChem BioAssay, National Center for Advancing Translational Sciences (NCATS)
